High-throughput results as filed in PubChem.
p97 ATPase inh = inhibitors of human p97 ATPase. inhibition, % at 8 µM. AID 1481. 220,000 tested, 0.42% active. recombinant p97 ATPase, Kinase-Glo ATP luminescence, 3 h; in the data active = inhibition above about 15%;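 note: 0% = DMSO vehicle and 100% = wells lacking enzyme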
RBBP9 inh = blocks human serine hydrolase RBBP9; O75884; recombinant RBBP9, FP-Rh probe fluorescence polarization; inhibition, % at 7.94 µM; 220,000 tested, 0.2% active; AID 1515;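 active = inhibition above the campaign mean of all tested compounds plus 3 SD, cut at about 14% in these data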;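 note: plate controls were DMSO wells with RBBP9 for no effect and wells lacking RBBP9 protein for full effect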
Target sequence (O75884 whole entry, looked up): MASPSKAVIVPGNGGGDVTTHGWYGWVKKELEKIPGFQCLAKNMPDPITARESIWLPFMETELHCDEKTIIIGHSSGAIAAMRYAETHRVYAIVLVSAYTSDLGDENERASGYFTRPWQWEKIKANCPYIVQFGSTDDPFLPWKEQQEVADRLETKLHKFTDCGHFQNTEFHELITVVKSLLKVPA
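system = RBBP9 protein | input = RBBP9 at 2.5 µM in dispensed solution, before mixing | measured by = fluorescence polarization (mP), excitation 525 nm, emission 598 nm | incubation = enzyme-compound preincubation 30 min, then probe labeling 45 min, 25 °C | buffer or medium = Tris-NaCl-Pluronic buffer, pH 8.0 | compound = single dose 7.94 µM | also added = FP-Rh probe, 375 nM dispensing solution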
NPY-Y1 antag = antagonists of human neuropeptide Y receptor Y1; P25929; 200,000 tested, 1% active; inhibition, % at 3.6 µM; HEK293-CNG Y1 cells, membrane potential fluorescence; NPY at EC95, then isoproterenol; AID 1040;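 active = inhibition above the campaign mean inhibition of all tested compounds plus 3 SD, cut at about 20% in these data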;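 note: 0% = DMSO wells given NPY plus isoproterenol and 100% = isoproterenol alone without NPY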
Target sequence (P25929 whole entry, looked up): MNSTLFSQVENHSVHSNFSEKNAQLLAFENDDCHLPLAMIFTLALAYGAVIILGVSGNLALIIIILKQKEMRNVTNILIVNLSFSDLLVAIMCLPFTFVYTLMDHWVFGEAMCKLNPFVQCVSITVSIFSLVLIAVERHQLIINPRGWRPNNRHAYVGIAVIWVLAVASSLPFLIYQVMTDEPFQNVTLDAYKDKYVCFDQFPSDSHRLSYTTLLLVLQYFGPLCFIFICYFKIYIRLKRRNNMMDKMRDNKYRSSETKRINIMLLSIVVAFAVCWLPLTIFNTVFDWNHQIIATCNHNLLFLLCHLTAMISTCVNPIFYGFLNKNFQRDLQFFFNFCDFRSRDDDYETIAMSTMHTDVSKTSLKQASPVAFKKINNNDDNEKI
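material = HEK293 cells with Y1 receptor plus CNG channel | also added = NPY 25 nM then isoproterenol 1 µM plus Ro 20-1724 25 µM | schedule = dye 3 h, compound 60 min room temperature, stimulation 45 min | measured by = membrane potential fluorescence | benchmarks = high control isoproterenol alone, low control NPY with isoproterenol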
NPY-Y2 PAM-ag = human NPY-Y2 potentiation or agonism, primary screen | activation, % at 3.6 µM | 220,000 tested, 0.45% active | cells expressing NPY-Y2, potentiator/agonist read-out | P49146; in the data active = activation above about 27%;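 note: cells stimulated with NPY near EC25 plus isoproterenol at EC100; 0% = vehicle plus submaximal agonist and 100% = vehicle plus saturating agonist; some results beyond the cut were filed as inactive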
Target sequence (P49146 whole entry, looked up): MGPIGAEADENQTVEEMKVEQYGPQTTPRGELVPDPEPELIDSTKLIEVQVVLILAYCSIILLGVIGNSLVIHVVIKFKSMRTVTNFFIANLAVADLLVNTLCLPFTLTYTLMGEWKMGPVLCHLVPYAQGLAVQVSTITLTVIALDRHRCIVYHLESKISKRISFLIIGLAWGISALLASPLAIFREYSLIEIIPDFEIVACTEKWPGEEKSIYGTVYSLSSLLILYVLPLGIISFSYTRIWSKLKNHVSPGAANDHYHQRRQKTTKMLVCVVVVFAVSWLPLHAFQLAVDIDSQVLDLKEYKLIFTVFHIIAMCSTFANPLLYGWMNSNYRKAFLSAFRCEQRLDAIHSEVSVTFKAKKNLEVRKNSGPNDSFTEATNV
Runt-SMMHC FRET = blocks binding of human RUNX1 Runt domain to CBFb-SMMHC; 220,000 tested, 0.74% active; Cerulean-Runt/Venus-CBFb-SMMHC FRET ratio 530/480, 1 h; Q01196+Q13951; inhibition, % at 20 µM;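 active = mean inhibition across duplicate retests at 20 µM reaching about 50%, limit read from the data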;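 note: 0% = DMSO wells and 100% = wells with excess untagged CBFb-SMMHC; inhibitors lower the FRET ratio by blocking Runt binding to CBFb-SMMHC; some results filed as inactive read as strong as hits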
NPY1 pot ag = human NPY-Y1 potentiation or agonism, primary screen; P25929; NPY-Y1 expressing cells, potentiator/agonist activation; activation, % at 3.6 µM; 220,000 tested, 0.37% active; AID 1304; in the data active = activation above about 33%, passing the limit was not always enough;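 note: cells stimulated with NPY at EC10 then isoproterenol at EC100; 0% = low agonist plus stimulus and 100% = saturating agonist plus stimulus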
Mdm2 ligase inh = Mdm2 E3 ligase (human) inhibition; cell-based MDM2 ubiquitination luciferase reporter, 2 h; 0 = plate control, 100 = twice control, blank-subtracted; 210,000 tested, 0.11% active; signal enhancement, % at 5 µM;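 active = signal enhancement of 30% or more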;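 note: luminescence tracks abundance of the self-degrading MDM2-luciferase fusion protein; higher signal means inhibition of MDM2 E3 ligase activity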
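Buffer or medium: Cells held in DMEM | Assay system: Stable mammalian line carrying autodegrading MDM2–luciferase fusion reporter | Quantity: 2000 cells/well | Times: 4 h settle plus 2 h compound, 37 °C | Doses: One concentration, 5 µM, with 0.2% DMSO | Technique: Luminescence with SteadyLite reagent, 15 min at room temperature | Benchmarks: Plate controls and plate blanks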
Runt-CBFb FRET = blocks binding of human RUNX1 Runt domain to CBFb | Q01196+Q13951 | 220,000 tested, 0.46% active | inhibition, % at 20 µM | Cerulean-Runt/Venus-CBFb FRET ratio 530/480, 1 h;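 active = inhibition over about 50% at 20 µM in the single-dose screen, limit read from the data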;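 note: 0% = DMSO wells and 100% = excess unlabeled CBFb competitor control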
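Measured by: fluorescence energy transfer, 422 nm excitation, 530/480 nm emission; Assay system: Cerulean-Runt domain; Medium: Tris pH 7.5 buffer with BSA; Measure: loss of energy transfer signal; Controls: 5 µM unlabeled CBFb as full-inhibition high control; Incubation: protein complex preformed 1 h, compound exposure 1 h, room temperature, dark.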
Hck-Nef inh = blocks Nef-activated human Hck kinase; 220,000 tested, 0.68% active; inhibition, % at 20 µM; Recombinant Hck-YEEI plus Nef, Z-Lyte FRET kinase assay; AID 463187;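 active = Hck-Nef kinase inhibition above about 50%, limit read from the data; inactive = inhibition below that limit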;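 note: 0% = DMSO with Hck plus Nef and 100% = Hck alone without Nef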
Active calls of the source: *; nt = not tested or not shown.

SMILES | p97 ATPase inh | RBBP9 inh | NPY-Y1 antag | NPY-Y2 PAM-ag | Runt-SMMHC FRET | NPY1 pot ag | Mdm2 ligase inh | Runt-CBFb FRET | Hck-Nef inh
CCOC(=O)N1CCN(S(=O)(=O)c2cc([N+](=O)[O-])c(C)cc2C)CC1 | -2 | -1 | 2 | -3 | -3 | -15 | 0 | 1 | -2
O=c1c2ccccc2nnn1CSc1ncnc2ccccc12 | -1 | -11 | 8 | -12 | -1 | 7 | -11 | -1 | -1
CCCc1cc(NC(=O)CCl)n(-c2ccccc2)n1 | 1 | -4 | -2 | -8 | -2 | 10 | -1 | 2 | 21
CC(C)(C)C(=O)NC(=S)NNC(=O)c1ccc(Cl)cc1Cl | 9 | 1 | 5 | -1 | 1 | 7 | -5 | 8 | 14
O=C(CSc1nnnn1C1CC2CCC1C2)Nc1ccnc2ccccc12 (stereo unspecified) | 1 | -3 | 19 | -11 | 0 | -45 | -46 | 0 | 0
CCCC(C(=O)c1ccccc1)n1cncn1 (stereo unspecified) | 2 | -8 | 0 | 24 | 3 | 8 | -29 | 0 | 0
O=C(c1ccc(-c2nnc(-c3ccccc3)o2)cc1)N1CCCCCC1 | -2 | -1 | 2 | -7 | 2 | 0 | -57 | -2 | 0
COc1ccc(-n2c(=O)cc(N3CCc4ccccc43)[nH]c2=O)cc1 | 8 | 2 | -2 | -4 | 2 | 4 | nt | -1 | 2
Cc1nc2c(C(=O)NCc3ccc4c(c3)OCO4)cnn2c(C)c1Cc1ccc(F)cc1Cl | -1 | -7 | -2 | -9 | -8 | -10 | -9 | -3 | -1
C/C(=N\N1C(=O)CSC1=S)c1ccc(Br)cc1 | 3 | -8 | -6 | 3 | 0 | 1 | -10 | 16 | -6
CCOC(=O)C1CSC(CC(=O)Nc2ccc(OC(F)(F)F)cc2)C(=O)N1 (stereo unspecified) | 4 | 3 | nt | -21 | -5 | 19 | -11 | 0 | 5
Cc1ccc(C(=O)N/C(=C\c2ccccc2)C(=O)NCC2CCCO2)cc1 (stereo unspecified) | 5 | -8 | 2 | 9 | 2 | -2 | 3 | 1 | 2
CCOC(=O)c1ccc(NC(=O)CC2S/C(=N/N=C3/NC(=O)CS3)NC2=O)cc1 (stereo unspecified) | 3 | -5 | 4 | -17 | 3 | -18 | -16 | -1 | 11
Cc1ccc2c(c1)cc1c(=O)[nH]ncn12 | -2 | -4 | 0 | 2 | 1 | 3 | -7 | 0 | 4
Cc1ccc2nc(SCc3cn4cccnc4n3)[nH]c2c1 | 4 | 6 | -3 | -4 | 2 | -10 | -13 | 3 | 3
COc1ccc(C)cc1S(=O)(=O)NCCc1ccccc1 | -1 | 9 | 4 | -5 | -2 | 5 | -15 | 0 | 1
Cc1ccc(NC(=O)COc2ccc(C3SCCS3)cc2)cc1 | 2 | -5 | -3 | 7 | -2 | 17 | 1 | -2 | 5
O=C(NCc1n[nH]c(=S)n1-c1ccccc1)c1ccc(S(=O)(=O)N2CCOCC2)cc1 | 0 | -2 | 6 | -10 | 7 | 27 | -7 | 6 | 2
S=c1[nH]c(-c2ccccc2)cn1/N=C/c1cccnc1 | 3 | -11 | nt | -3 | 27 | -1 | -2 | 7 | 10
CCOC(=O)c1cc(C(=O)NN)c(C)nc1C | -2 | -1 | 5 | -1 | 2 | -6 | 14 | -1 | 3
CCN(CC(=O)NCc1cccs1)S(=O)(=O)c1ccc(NC(C)=O)cc1 | 0 | -2 | -3 | 7 | -4 | -1 | 10 | 2 | -6
C=CCN=C(C)C1=C(O)C(C)OC1=O (stereo unspecified) | 3 | 1 | 2 | -1 | 4 | 5 | -13 | 3 | 4
CCOC(=O)c1ccc(S(=O)(=O)N2CCN(C(C)=O)CC2)cc1 | -1 | -4 | -2 | -13 | -1 | -5 | -89 | -2 | 13
COC(=O)C1=C(NC(=O)c2ccc(C)c(C)c2)CCS1 | 1 | 5 | 11 | -13 | 4 | -24 | -8 | -3 | -1
CC1=CC(C)=Nc2ccccc2N1 | -8 | 0 | 3 | -2 | -4 | -30 | -8 | 2 | -2
C=CCn1c(SCC(=O)OCc2ccccc2)nc2c1c(=O)n(C)c(=O)n2C | 4 | -2 | -3 | 2 | -8 | 11 | -18 | 1 | 9
COc1ccc(N2CC(C)Cn3c2nc2c3c(=O)n(Cc3ccccc3F)c(=O)n2C)c(OC)c1 (stereo unspecified) | 0 | -3 | 2 | 8 | -3 | 18 | -3 | -1 | 4
CNC(=S)N1CCn2cccc2C1c1cc(OC)c(OC)c(OC)c1 (stereo unspecified) | 1 | 4 | 0 | 4 | -3 | 5 | -11 | 3 | 20
Cc1ccc(S(=O)(=O)Nc2nc(N)n(-c3ccccc3)n2)cc1 | 0 | -3 | 1 | 5 | -4 | 4 | -1 | 0 | 2
C/C(=N\NC(=O)c1ccccc1O)c1ccc(Br)s1 | 1 | -9 | -3 | 5 | 2 | 22 | -18 | 2 | 2
CN(C)C(/C=C/Nc1ccc(F)cc1)=C(C#N)C#N | 4 | -6 | 1 | 13 | -1 | 7 | 4 | 1 | 2
O=C(Nc1ncccn1)c1ccc([N+](=O)[O-])o1 | 4 | -12 | 6 | -8 | -19 | -9 | -17 | -2 | 16
COc1ccc(C2=NOC(COc3ccc([N+](=O)[O-])cc3)C2)cc1 (stereo unspecified) | 4 | 0 | nt | -25 | 0 | 1 | -7 | 3 | 10
Cc1ccc(C(=O)C(=O)c2ccc(C)c(N)c2)cc1N | -13 | -2 | nt | 9 | 0 | -14 | -8 | 1 | -12
CCOc1ccc2c(c1)C(=O)c1cc(OCC(=O)O)ccc1-2 | 6 | 0 | nt | 3 | -3 | -3 | -3 | 0 | -3
COc1ccc([N+](=O)[O-])c(S(=O)(=O)c2ccc(Cl)cc2)n1 | 8 | -1 | nt | -1 | 23 | 8 | -14 | 37 | -11
CCOC(=O)CSC1=C(C#N)C(=O)NC2(CCCCC2)S1 | 3 | -6 | 1 | 0 | 4 | -14 | -11 | 12 | 1
O=C(CCc1nnc(CCC2CCCCC2)o1)NCCc1ccccn1 | 2 | 0 | -5 | -19 | -1 | -3 | -16 | -2 | 22
CCOC(=O)c1sc(C(=O)OCC)c(OCCO)c1OCCO | 5 | 5 | 2 | 10 | 0 | 5 | -9 | -3 | 2
Cc1cc(Oc2ccccc2)nc(N2CCOCC2)n1 | -2 | -4 | 2 | -21 | 2 | -16 | -18 | 0 | 0
Cc1c(Nc2cc(Cl)c3nonc3c2[N+](=O)[O-])c(=O)n(-c2ccccc2)n1C | 5 | 1 | 12 | -11 | 5 | 9 | 13 | 18 | 9
Cc1ccc(N2C(=O)N(CC(=O)NC(c3ccccc3)c3ccccc3)C(=O)C2C)cc1 (stereo unspecified) | 3 | -11 | 12 | -22 | 0 | 28 | -14 | -1 | -22
COc1ccc(/C=C/C(=O)N(C)C2CCCCC2)cc1Br | -1 | -11 | 6 | 8 | -5 | 3 | 3 | -2 | 9
NS(=O)(=O)c1cc2c(cc1Cl)NC(C1C[C@H]3C=C[C@@H]1C3)NS2(=O)=O (stereo partly specified) | 5 | 3 | 1 | 2 | -2 | -28 | nt | -1 | 1
COC(=O)CSc1nnc2c3c4c(sc3nc(-n3nc(C)cc3C)n12)COC(C)(C)C4 | -1 | -8 | 0 | -2 | 2 | -7 | 1 | -2 | 0
O=C(OCC(=O)c1ccccc1Cl)c1cnccn1 | 4 | 1 | -2 | -11 | 2 | -8 | -61 | 0 | 6
O=S(=O)(c1cccc2nsnc12)N1CCN(C/C=C\c2ccccc2)CC1 | -12 | -8 | -2 | 5 | 1 | -8 | -11 | 0 | -23
O=C(NCc1cccnc1)c1ccc(Cl)c(S(=O)(=O)Nc2ccccc2C(=O)NCc2cccnc2)c1 | 1 | 2 | 7 | -3 | -1 | -9 | -4 | 1 | 25
CCn1nc(C)c(Br)c1C(=O)Sc1ccccc1Cl | 2 | -4 | nt | -24 | 1 | 1 | -10 | 25 | 14

Ordered by count of non-hydrogen atoms (lowest first): 11 of the compounds above.
SMILES | p97 ATPase inh | RBBP9 inh | NPY-Y1 antag | NPY-Y2 PAM-ag | Runt-SMMHC FRET | NPY1 pot ag | Mdm2 ligase inh | Runt-CBFb FRET | Hck-Nef inh
O=C(OCC(=O)c1ccccc1Cl)c1cnccn1 | 4 | 1 | -2 | -11 | 2 | -8 | -61 | 0 | 6
Cc1cc(Oc2ccccc2)nc(N2CCOCC2)n1 | -2 | -4 | 2 | -21 | 2 | -16 | -18 | 0 | 0
COc1ccc(/C=C/C(=O)N(C)C2CCCCC2)cc1Br | -1 | -11 | 6 | 8 | -5 | 3 | 3 | -2 | 9
CCOC(=O)c1sc(C(=O)OCC)c(OCCO)c1OCCO | 5 | 5 | 2 | 10 | 0 | 5 | -9 | -3 | 2
NS(=O)(=O)c1cc2c(cc1Cl)NC(C1C[C@H]3C=C[C@@H]1C3)NS2(=O)=O (stereo partly specified) | 5 | 3 | 1 | 2 | -2 | -28 | nt | -1 | 1
O=C(CCc1nnc(CCC2CCCCC2)o1)NCCc1ccccn1 | 2 | 0 | -5 | -19 | -1 | -3 | -16 | -2 | 22
O=S(=O)(c1cccc2nsnc12)N1CCN(C/C=C\c2ccccc2)CC1 | -12 | -8 | -2 | 5 | 1 | -8 | -11 | 0 | -23
Cc1c(Nc2cc(Cl)c3nonc3c2[N+](=O)[O-])c(=O)n(-c2ccccc2)n1C | 5 | 1 | 12 | -11 | 5 | 9 | 13 | 18 | 9
COC(=O)CSc1nnc2c3c4c(sc3nc(-n3nc(C)cc3C)n12)COC(C)(C)C4 | -1 | -8 | 0 | -2 | 2 | -7 | 1 | -2 | 0
Cc1ccc(N2C(=O)N(CC(=O)NC(c3ccccc3)c3ccccc3)C(=O)C2C)cc1 (stereo unspecified) | 3 | -11 | 12 | -22 | 0 | 28 | -14 | -1 | -22
O=C(NCc1cccnc1)c1ccc(Cl)c(S(=O)(=O)Nc2ccccc2C(=O)NCc2cccnc2)c1 | 1 | 2 | 7 | -3 | -1 | -9 | -4 | 1 | 25
